cln2 rad14: NCI yeast anticancer drug screen, S. cerevisiae cln2 rad14 strain | % growth inhibition at 50 µM | 8.3% of 78,000 active | AID 165;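 further: 0% = growth of vehicle-only cultures of the same strain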
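Test compounds were added to cln2 rad14 yeast cultures; inhibition of growth was then determined by comparison with vehicle treatment.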
sgs1 mgt1: NCI yeast anticancer drug screen, S. cerevisiae sgs1 mgt1 strain. 10% of 78,000 active. % growth inhibition at 50 µM;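 further: 0% = growth of vehicle-only cultures of the same strain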
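Percent growth inhibition was derived by comparing compound-exposed mutant yeast with vehicle-exposed cultures. The strain carries alterations in DNA damage repair.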
yeast mec2-1: NCI yeast anticancer drug screen, S. cerevisiae mec2-1 strain; growth inhibition, % at 50 µM; 9% of 79,000 active; AID 157;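 further: 0% = growth of vehicle-only cultures of the same strain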
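mec2-1 yeast strain, carrying an alteration in DNA damage repair or cell cycle control, was exposed to compounds; growth inhibition was measured relative to vehicle-treated controls.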
mlh1 rad18: NCI yeast anticancer drug screen, S. cerevisiae mlh1 rad18 strain. growth inhibition, % at 50 µM. 11% of 79,000 active. AID 175;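 further: 0% = growth of vehicle-only cultures of the same strain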
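Inhibition values reflect reduced growth of mutant yeast versus vehicle-treated controls following compound exposure; the mutations affect DNA damage repair.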
rad50: NCI yeast anticancer drug screen, S. cerevisiae rad50 strain; growth inhibition, % at 50 µM; 10% of 79,000 active; AID 155;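 further: 0% = growth of vehicle-only cultures of the same strain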
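Readout: growth inhibition relative to vehicle-treated cultures. Compound exposure was carried out in a genetically defined yeast strain deficient in DNA damage repair.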
yeast bub3: NCI yeast anticancer drug screen, S. cerevisiae bub3 mutant strain; % growth inhibition at 50 µM; 9.9% of 78,000 active;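 further: 0% = growth of vehicle-only cultures of the same strain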
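Compounds were applied to a genetically altered yeast strain carrying a cell-cycle control defect. Growth inhibition was scored against vehicle-treated controls.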
Numbers without * were called inactive; nt = not tested or not shown; & = joins results of further samples. No stated cut-off is given here; in the data, active means growth inhibition above about 70%; inactive means the rest.

SMILES	cln2 rad14	sgs1 mgt1	yeast mec2-1	mlh1 rad18	rad50	yeast bub3
CC1CCC(C(=O)C(Cl)Cc2ccccc2)CC1 (centres undefined)	19	-5	-5	9	-12	28
COC(=O)C(CC(C)C)NC(=O)C(CCCN=C(N)N)NC(=O)OCc1ccccc1 (centres undefined)	4	-16	-18	-13	-28	-10
C=CN1C(=O)OC(c2ccccc2)C1c1ccccc1 (centres undefined)	8	-19	-2	-6	-3	8
CC(C)(C)CC(N)CC(C)(C)C	-44	-5	-1	-37	19	27
Cn1c(=O)c2c(ncn2C)n(CCO)c1=O	-21	-10	-19	-6	-25	-15
O=C(C(=O)c1cccs1)c1cccs1	6	34	9	22	3	-18
CCSC(=S)NC(=O)c1ccccc1	38	76*	21	37	60	17
CCOC(=O)c1cnc2c(cnn2CC)c1OCc1ccccc1	-27	32	10	5	-14	36
CCOc1ccc(N=C2NC(=O)C(CC(=O)Nc3ccc(Cl)cc3Cl)S2)cc1 (centres undefined)	-52	-7	15	27	15	-6
CC1Oc2ccc3ccccc3c2C(C)N1C (centres undefined)	-5	-6	2	17	-1	1
CSC(SC)(SC)SC	7	11	9	-1	13	3
C[C@]12CC[C@@H]3c4ccc(O)cc4CC[C@H]3[C@@H]1CC[C@@H]2OP(=O)(O)O	-27	-37	-10	-17	0	-6
O=S(=O)(Oc1c(Br)cc(-c2ccccc2)cc1Br)c1ccccc1	-2	-7	-1	-7	12	0
Br/C=C/c1ccccc1	-15	1	11	46	24	6
O=C(O)CC(C(=O)O)C(c1cccc2ccccc12)c1cccc2ccc3ccccc3c12 (centres undefined)	99*	98*	98*	98*	98*	99*
Fc1ccc(NC(=S)SCc2ccc3c(c2)OCO3)cc1F	92*	92*	92*	90*	92*	92*
CCCCCCCCCCCCN(CCCCCCCCCCCC)CCCCCCCCCCCC	2	-25	-31	-22	-32	-28
COc1ccc(NC(=O)c2ccc(Cl)c(Cl)c2)cc1	-89	-5	5	-6	5	28
CN1CCCOC(c2ccccc2)c2ccsc2CC1 (centres undefined)	2	18	3	15	10	0
Cc1ccc2c(ccc(/C=C/c3ccc(O)c4ncccc34)[n+]2C)c1	84*	82*	nt	nt	nt	85*

A different layout for some results above:
| compound | cln2 rad14 | sgs1 mgt1 | yeast mec2-1 | mlh1 rad18 | rad50 | yeast bub3 |
| --- | --- | --- | --- | --- | --- | --- |
| CC1CCC(C(=O)C(Cl)Cc2ccccc2)CC1 (centres undefined) | 19 | -5 | -5 | 9 | -12 | 28 |
| COC(=O)C(CC(C)C)NC(=O)C(CCCN=C(N)N)NC(=O)OCc1ccccc1 (centres undefined) | 4 | -16 | -18 | -13 | -28 | -10 |
| C=CN1C(=O)OC(c2ccccc2)C1c1ccccc1 (centres undefined) | 8 | -19 | -2 | -6 | -3 | 8 |
| CC(C)(C)CC(N)CC(C)(C)C | -44 | -5 | -1 | -37 | 19 | 27 |
| Cn1c(=O)c2c(ncn2C)n(CCO)c1=O | -21 | -10 | -19 | -6 | -25 | -15 |
| O=C(C(=O)c1cccs1)c1cccs1 | 6 | 34 | 9 | 22 | 3 | -18 |
| CCSC(=S)NC(=O)c1ccccc1 | 38 | 76* | 21 | 37 | 60 | 17 |
| CCOC(=O)c1cnc2c(cnn2CC)c1OCc1ccccc1 | -27 | 32 | 10 | 5 | -14 | 36 |
| CCOc1ccc(N=C2NC(=O)C(CC(=O)Nc3ccc(Cl)cc3Cl)S2)cc1 (centres undefined) | -52 | -7 | 15 | 27 | 15 | -6 |
| CC1Oc2ccc3ccccc3c2C(C)N1C (centres undefined) | -5 | -6 | 2 | 17 | -1 | 1 |
| CSC(SC)(SC)SC | 7 | 11 | 9 | -1 | 13 | 3 |
| C[C@]12CC[C@@H]3c4ccc(O)cc4CC[C@H]3[C@@H]1CC[C@@H]2OP(=O)(O)O | -27 | -37 | -10 | -17 | 0 | -6 |
| O=S(=O)(Oc1c(Br)cc(-c2ccccc2)cc1Br)c1ccccc1 | -2 | -7 | -1 | -7 | 12 | 0 |
| Br/C=C/c1ccccc1 | -15 | 1 | 11 | 46 | 24 | 6 |
| O=C(O)CC(C(=O)O)C(c1cccc2ccccc12)c1cccc2ccc3ccccc3c12 (centres undefined) | 99* | 98* | 98* | 98* | 98* | 99* |
| Fc1ccc(NC(=S)SCc2ccc3c(c2)OCO3)cc1F | 92* | 92* | 92* | 90* | 92* | 92* |
| CCCCCCCCCCCCN(CCCCCCCCCCCC)CCCCCCCCCCCC | 2 | -25 | -31 | -22 | -32 | -28 |
| COc1ccc(NC(=O)c2ccc(Cl)c(Cl)c2)cc1 | -89 | -5 | 5 | -6 | 5 | 28 |
| CN1CCCOC(c2ccccc2)c2ccsc2CC1 (centres undefined) | 2 | 18 | 3 | 15 | 10 | 0 |
| Cc1ccc2c(ccc(/C=C/c3ccc(O)c4ncccc34)[n+]2C)c1 | 84* | 82* | nt | nt | nt | 85* |

Continuation.
SMILES	cln2 rad14	sgs1 mgt1	yeast mec2-1	mlh1 rad18	rad50	yeast bub3
CCCCCCCC[N+]1([O-])CC[N+](C)([O-])CC1 (centres undefined)	-22	-2	4	3	4	-8
CC(C)C(=O)CC(Sc1ccc(N)cc1)c1ccccc1 (centres undefined)	28	53	37	43	56	85*
CCN(CC)CCCNCCS	4	-20	-16	-1	-6	6
N#C/C(=C\c1cccnc1)C(N)=S	-32	-8	-17	2	-4	-12
Cc1ccc2ccccc2c1CC1S(=O)(=O)OCCOS1(=O)=O	0	-11	-12	-43	-11	-25
Cc1ccc(C(C)(C)C(CC(=O)O)C(=O)O)cc1 (centres undefined)	19&-55	0&-13	3&-13	-5&4	0&37	0&4
CCOC(=O)/C(C#N)=C/c1c(-c2ccccc2)nn2ccccc12	-2	28	27	21	43	-8
S=c1[nH]nc(Nc2ccc(Cl)cc2)s1	90*	89*	92*	93*	93*	89*
COC(=O)C1=CCCC2CN3CCc4c([nH]c5ccccc45)C3CC12 (centres undefined)	nt	nt	-8	18	14	nt
N/C(=N\OC(=O)Nc1ccc(CSc2ccc(Cl)cc2)o1)c1ccccn1	11	-14	-23	-32	3	-17
CN1CCN(Cc2nc3c(s2)CCc2sccc2-3)CC1	-12	-5	13	16	-9	-32
CC(C)NC(=O)OCc1c(COC(=O)NC(C)C)c(-c2ccc(F)cc2F)n2c1CCC2	9	10	4	-13	12	-14
CCOC(=O)C(Br)C(Br)c1ccccc1Cl (centres undefined)	99*	100*	100*	100*	100*	100*
COC(=O)N/N=C/c1ccc(NC(C)=O)cc1	-76	-14	0	-5	8	-5
C[n+]1c(-c2ccc(/C=N\NC(=O)c3cccc(C(=O)N/N=C/c4ccc(-c5cn6ccccc6[n+]5C)cc4)c3)cc2)cn2ccccc21	98*	98*	99*	98*	98*	98*
O=C(/C(=C/c1ccccc1)c1ccccc1)N1c2ccccc2CC1c1c[nH]c2ccccc12 (centres undefined)	19	-11	15	24	17	3
O=C(O)c1ccc([N+](=O)[O-])c2cc3cnccc3nc12	-26	-27	-20	-24	-4	-6
O=C(c1ccc(Cl)cc1)c1ccccc1C(=O)c1ccc(Cl)cc1	-4	7	-12	15	1	23
Oc1c(C(Nc2cccc3cccnc23)c2ccccc2)ccc2cccnc12 (centres undefined)	-13	6	-2	-1	18	-1
CCCCC1(CN(C)C)C(=O)N(C)C(=O)N(C2CCCCC2)C1=O (centres undefined)	22	1	10	10	9	-4
CCCOC(=O)NC(C)C(=O)NC(CCC(=O)NC(CCCC(N)C(=O)O)C(=O)NC(C)C(=O)O)C(=O)O (centres undefined)	-9	-38	-20	-11	-21	22
CCc1nc(Cl)nc(Cl)c1Cl	0	-18	-17	nt	-9	-8
C(#Cc1ccccc1)/C=C/C(=C\c1ccccc1)c1ccccc1	12	-5	5	33	7	21
O=NC1C(Cl)C2CC1C1COCC21 (centres undefined)	-30	-9	-10	-7	-16	1
CCOc1ccc(C(=O)CC)cc1	-9	-16	-19	-23	-4	-11
Nc1ccc(CCCCc2nc(N)nc(N)c2-c2ccc(Cl)c(Cl)c2)cc1	9	89*	77*	60	37	15
Cc1cccc(-c2nnc3s/c(=C\c4ccc(N(C)C)cc4)c(=O)n23)c1	14	13	8	16	-3	14
NC(N)=Nc1ccc(CC(N)C(=O)NCC(=O)C(CC(=O)O)c2ncc(NC(=O)C(F)(F)F)o2)cc1 (centres undefined)	-4	-5	-2	7	-17	-20
Oc1ccc(Cc2ccccc2)cc1	-19	24	34	72*	64	42
CC(=O)NC1=C(C)C(=O)c2c(nc3n2CCC3OC(=O)c2ccccc2)C1=N (centres undefined)	6	22	-8	-34	15	27
CC(=O)OC(CCN1CCC2CCC(C2)C1)c1ccc(C)cc1 (centres undefined)	-10	28	-2	-10	18	22
O=[N+]([O-])c1ccc(C2N(Cc3ccc(Cl)cc3)CCN2Cc2ccc(Cl)cc2)cc1	64	86*	56	80*	82*	88*
C=C(C)c1nc(Oc2ccccc2)nc(Oc2ccccc2)n1	-22	-5	-17	-7	-1	-25
Cn1c(-c2ccc(/C=N/NC(N)=NCCCCCCN=C(N)N/N=C/c3ccc(-c4c[n+]5ccccc5n4C)cc3)cc2)c[n+]2ccccc12	89*	97*	97*	98*	98*	97*
COC(Cc1cc(C(O)(c2ccc(C(C)(C)C)cc2)c2cc(CC(OC)(c3cc(C(OC)(c4ccc(C(C)(C)C)cc4)c4ccc(C(C)(C)C)cc4)c(C)cc3C)c3cc(C(OC)(c4ccc(C(C)(C)C)cc4)c4ccc(C(C)(C)C)cc4)c(C)cc3C)c(C)cc2C)c(C)cc1C)(c1cc(C(OC)(c2ccc(C(C)(C)C)cc2)c2ccc(C(C)(C)C)cc2)c(C)cc1C)c1cc(C(OC)(c2ccc(C(C)(C)C)cc2)c2ccc(C(C)(C)C)cc2)c(C)cc1C	-31	9	-1	24	-3	6
CC1=CC(=O)C=CC1=Nc1ccc(N(C)C)cc1	9	48	33	16	19	39
COc1ccc2nc3cccc([N+](=O)[O-])c3c(NCCCO)c2c1	89*	83*	91*	82*	87*	85*
CN(C)C(=O)SC1=C(c2c(Cl)cccc2Cl)C(=O)c2ccccc21	88*	90*	74*	83*	66	86*
O=C1CC[C@H]2[C@@H]3N1c1ccccc1[C@@]31CCN3C/C(=C/CBr)[C@@H]2C[C@H]31	19	6	-3	11	21	-2
O=C(/C=C/c1ccco1)c1ccc(F)cc1	nt	nt	-27	-24	-33	nt
O=C1Nc2cccc3cc(NCC(O)CCl)cc1c23 (centres undefined)	18	11	8	-24	31	3
Cc1cc(N=Nc2ccccc2)ccc1O	99*	99*	100*	99*	99*	99*
Cc1c(O)/c(=C\O)c2nc3c(=O)ccc(C(=O)NCCN(C)C)c3[nH]c2c1=O	98*	56	98*	45	58	98*
CC(=O)OC1CCC2(C)C(C)C(C)CCC2(O)C1O (centres undefined)	-11	10	-3	25	20	14
C#CC(CCC)N(C)C (centres undefined)	-4	15	14	10	36	24
O=C(NC(c1ccccc1)C(O)c1ccccc1)C(Cl)Cl (centres undefined)	-5	-2	-15	3	-5	-1
C=C(C)C(=O)OCCOCC(CC)CCCC (centres undefined)	0	-5	-9	-2	11	-3
COc1cc(Cl)ccc1NC(=O)COc1ccc(Cl)cc1	-4	-13	0	-17	5	20

Screening results: PubChem BioAssay, NCI
